CDK5 p35 inh: inhibitors of human CDK5/p35 kinase, primary screen, biochemical, single concentration; Cyclin-dependent kinase 5 (Homo sapiens) + Cyclin-dependent kinase 5 activator 1 (Homo …; Recombinant CDK5/p35, ADP-Glo luminescence, 60 min; inhibition, % at 10 µM; hit rate 0.01% among 330,000; AID 488839, 2010;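 active = highest replicate inhibition of at least 50% and at least 75% of replicates reaching 50%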;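 note: plate controls were DMSO neutral control for no effect and GW8510 at 10 µM for full effect; many of its hits are not listed in these tables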
Target sequence (Q00535 whole entry, looked up): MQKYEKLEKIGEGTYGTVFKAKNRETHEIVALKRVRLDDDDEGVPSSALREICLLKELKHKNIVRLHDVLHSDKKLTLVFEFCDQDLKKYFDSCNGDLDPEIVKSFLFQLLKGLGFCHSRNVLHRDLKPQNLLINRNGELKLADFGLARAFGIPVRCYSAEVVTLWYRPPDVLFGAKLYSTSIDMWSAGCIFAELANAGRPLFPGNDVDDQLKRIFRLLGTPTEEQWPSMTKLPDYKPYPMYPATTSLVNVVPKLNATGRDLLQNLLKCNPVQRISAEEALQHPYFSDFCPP
Target sequence (Q15078 whole entry, looked up): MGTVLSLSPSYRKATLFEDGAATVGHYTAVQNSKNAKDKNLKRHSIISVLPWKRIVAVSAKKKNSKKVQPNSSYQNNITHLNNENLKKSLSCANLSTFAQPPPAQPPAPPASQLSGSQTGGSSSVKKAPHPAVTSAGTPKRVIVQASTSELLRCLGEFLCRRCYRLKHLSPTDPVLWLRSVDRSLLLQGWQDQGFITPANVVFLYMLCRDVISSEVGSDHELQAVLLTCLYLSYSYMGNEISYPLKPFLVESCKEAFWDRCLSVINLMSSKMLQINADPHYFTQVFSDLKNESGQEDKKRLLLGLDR
Rtt109 Vps75: inhibitors of C. albicans Rtt109/Vps75 HAT, primary screen, biochemical, ThioGlo CoA-SH fluorescence, plate reader. Histone acetyltransferase RTT109 (Candida albicans (strain SC5314 / ATCC MYA-2876)), …. purified Rtt109/Vps75, 4 h. inhibition, % at 34.9 µM. hit rate 0.16% among 330,000. AID 540336, 2011;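 active = inhibition of at least 50% in every replicate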
Target sequence (Q5AAJ8 whole entry, looked up): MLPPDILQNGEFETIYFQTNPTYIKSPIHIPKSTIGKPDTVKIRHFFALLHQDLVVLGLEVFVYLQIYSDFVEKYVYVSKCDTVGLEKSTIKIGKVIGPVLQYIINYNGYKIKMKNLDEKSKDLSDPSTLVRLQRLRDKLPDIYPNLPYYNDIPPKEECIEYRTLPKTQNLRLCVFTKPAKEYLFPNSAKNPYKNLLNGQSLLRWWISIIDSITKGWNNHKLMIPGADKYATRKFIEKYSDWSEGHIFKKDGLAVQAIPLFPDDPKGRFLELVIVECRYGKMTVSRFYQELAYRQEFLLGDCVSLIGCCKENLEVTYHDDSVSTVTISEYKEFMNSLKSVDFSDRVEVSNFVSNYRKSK
V-ATPase pHluor: regulators of yeast V-ATPase proton pumping, primary screen, pHLuorin cytosolic pH fluorescence | S. cerevisiae | response, % at 10 µM | hit rate 0.37% among 350,000; in the data active = response mostly above about 7.3%, no sharp cut-off; inactive = mostly below about 5.4%; note: actives read high; inactives centre near 0; some compounds called inactive have numbers as strong as hits
Tat transport: E. coli Tat export inhibitors, primary screen, MC4100, TorA-mCherry reporter, fluorescence, single point | hit rate 0.036% among 340,000 | inhibition, % at 10 µM | AID 488895, 2010;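 active = mean replicate inhibition at least 50% and at least half of replicates individually reaching 50%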;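 note: exported cargo escapes ClpAP degradation while cytoplasmic cargo is degraded and loses fluorescence; 0% = median of neutral control wells and 100% = median of NaSCN control wells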
Wnt act: Wnt/beta-catenin pathway activators, primary screen, cell-based, plate reader, single point; Wnt/beta-catenin reporter cell assay, activator; activation, % at 9.35 µM; hit rate 1.2% among 300,000; in the data active = activation above about 30%, passing the limit was not always enough;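 note: 0% = neutral control wells and 100% = positive control wells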
CAL PDZ FP-1: CAL PDZ peptide-binding inhibitors, primary screen, biochemical, fluorescence polarization, Cer-tagged CAL PDZ, HTS. AID 504414, 2011. inhibition, % at 20 µM. Golgi-associated PDZ and coiled-coil motif-containing protein (Homo sapiens), Q9HD26. hit rate 0.02% among 330,000. purified CAL PDZ, TMR-peptide fluorescence polarization, 1 h;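 active = highest replicate inhibition of at least 40%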;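 note: plate controls were DMSO neutral control wells for no effect and unlabeled competitor peptide control wells for full effect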
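Test system: tagged CAL PDZ domain / Buffer or medium: sodium phosphate/NaCl buffer pH 7.4 with TCEP, IgG, Thesit / Reagent: TMR-labelled reporter peptide T*-PRC34 bound in PDZ groove / Compound dosing: single point, 20 µM / Schedule: 1 h incubation at room temperature before polarization reading / Technique: fluorescence polarization (mP) / Benchmarks: unlabelled peptide, DMSO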
CAL PDZ FP-2: untagged CAL PDZ binding inhibitors, primary screen, biochemical, fluorescence polarization, HTS; Golgi-associated PDZ and coiled-coil motif-containing protein (Homo sapiens), Q9HD26; purified CAL PDZ, TMR-peptide fluorescence polarization, 1 h; inhibition, % at 24.9 µM; hit rate 0.92% among 300,000; AID 602252, 2012;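 active = mean inhibition of at least 30% with at least half of replicates also reaching 30%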;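 note: 0% = DMSO neutral control and 100% = excess unlabeled competitor peptide PRC23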
dFosB activator: activators of delta FosB homodimer, primary screen, biochemical, fluorescence polarization, TAMRA-CDK5 oligo, single point; purified delta FosB; percent of positive-control signal above neutral wells; AID 493131, 2011; activation, % at 25 µM; hit rate 0.99% among 340,000;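 active = mean activation above about 17%, with every replicate also reaching it, limit read from the data, passing the limit was not always enough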;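 note: fluorescence polarization rise as delta FosB binds a TAMRA Cdk5 AP-1 oligo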
MITF act: activators of MITF-driven TRPM1 promoter reporter, primary screen, cell-based, SK-MEL-5, luciferase, single point | activation, % at 12.5 µM | hit rate 0.75% among 300,000 | AID 588334, 2011 | SK-MEL-5 TRPM1-promoter luciferase, 24 h; % of positive control, neutral wells = 0;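 active = mean activation of at least 80% with every replicate also reaching 80%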;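 note: 0% = neutral control wells and 100% = parthenolide positive control wells; values of inactives mirror those of a sister screen read the other way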
cardiac RTF act: cardiac RTF calcium sensitivity activators, primary screen, biochemical, IANBD-TnC fluorescence, EC20 calcium; Troponin I, cardiac muscle (Homo sapiens) + Troponin T, cardiac muscle (Homo sapiens) + …; IANBD-labeled TnC RTF fluorescence at EC20 calcium; 0% EC20 calcium, 100% full calcium; activation, % at 7.2 µM; hit rate 0.24% among 340,000;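 active = activation above the mean over all tested compounds plus 3 SD, cut at about 30% in these data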;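 note: rise in fluorescence read as greater calcium sensitivity of cardiac thin filaments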
Active calls of the source: *.

`Cc1ccc(-c2cc(C(=O)Nc3cccnc3)[nH]n2)c(O)c1C` gave CDK5 p35 inh -1.1, Rtt109 Vps75 -12, V-ATPase pHluor -66, Tat transport -4, Wnt act 44*, CAL PDZ FP-1 -3.2, CAL PDZ FP-2 4, dFosB activator 25*, MITF act 114* and cardiac RTF act -2.
Screening COC(=O)c1cn(Cc2ccccc2C)nn1 returned CDK5 p35 inh 1.2, Rtt109 Vps75 -4, V-ATPase pHluor 2, Tat transport 8, Wnt act 1, CAL PDZ FP-1 0.7, CAL PDZ FP-2 7, dFosB activator -5, MITF act 9 and cardiac RTF act 2.
`COCCCNC(=O)CN(c1cc(Cl)cc(Cl)c1)S(C)(=O)=O` gave CDK5 p35 inh 1.1, Rtt109 Vps75 3, V-ATPase pHluor 2, Tat transport 2, Wnt act 0, CAL PDZ FP-1 -1.9, CAL PDZ FP-2 -1, dFosB activator -4, MITF act 14 and cardiac RTF act 2.
`Cn1cnnc1SCC(=O)Nc1sccc1C#N` gave CDK5 p35 inh 5.0, Rtt109 Vps75 17, V-ATPase pHluor -1, Tat transport 2, Wnt act -3, CAL PDZ FP-1 0.3, CAL PDZ FP-2 0, dFosB activator -5, MITF act -7 and cardiac RTF act 15.
Screening Oc1ccccc1N1CCN(CC(O)COC2CCCc3ccccc32)CC1 (stereo unspecified) returned CDK5 p35 inh 1.0, Rtt109 Vps75 7, V-ATPase pHluor 1, Tat transport 0, Wnt act 1, CAL PDZ FP-1 -1.6, CAL PDZ FP-2 -2, dFosB activator -9, MITF act -6 and cardiac RTF act -7.
For Cc1nnc(SCSc2nnc(C)s2)s1 the results were CDK5 p35 inh 1.1, Rtt109 Vps75 -13, V-ATPase pHluor 0, Tat transport -8, CAL PDZ FP-1 0.2, CAL PDZ FP-2 -1, dFosB activator 4, MITF act 1 and cardiac RTF act 2.
Screening COc1cc(C)c(CN2CCSCC2)cc1C returned CDK5 p35 inh -0.8, Rtt109 Vps75 4, V-ATPase pHluor 3, Tat transport -2, Wnt act -2, CAL PDZ FP-2 -4, dFosB activator -10, MITF act -2 and cardiac RTF act 4.
`O=C(O)CCCCCNC(=O)CCn1cnc2ccccc2c1=O` gave CDK5 p35 inh 0.8, Rtt109 Vps75 -4, V-ATPase pHluor 0, Tat transport -15, Wnt act 5, CAL PDZ FP-1 -1.2, CAL PDZ FP-2 -9, dFosB activator -6 and cardiac RTF act 0.
COc1c2ccoc2c(OC[C@@H](O)C(C)(C)O)c2oc(=O)ccc12 was read as CDK5 p35 inh 2.9, Rtt109 Vps75 -7, V-ATPase pHluor -1, Tat transport -5, Wnt act -1, CAL PDZ FP-1 0.5, CAL PDZ FP-2 -1, dFosB activator -2, MITF act 5 and cardiac RTF act 12.
For COc1ccc(CCN2CCCn3c2nc2c3c(=O)n(C)c(=O)n2C)cc1OC the results were CDK5 p35 inh 0.0, Rtt109 Vps75 -2, V-ATPase pHluor 0, Tat transport -5, Wnt act -2, CAL PDZ FP-1 -1.3, CAL PDZ FP-2 -5, dFosB activator 1, MITF act 3 and cardiac RTF act -6.

A section of the results above, for reference:
`Cc1ccc(-c2cc(C(=O)Nc3cccnc3)[nH]n2)c(O)c1C` gave CDK5 p35 inh -1.1, Rtt109 Vps75 -12, V-ATPase pHluor -66, Tat transport -4, Wnt act 44*, CAL PDZ FP-1 -3.2, CAL PDZ FP-2 4, dFosB activator 25*, MITF act 114* and cardiac RTF act -2.
Screening COC(=O)c1cn(Cc2ccccc2C)nn1 returned CDK5 p35 inh 1.2, Rtt109 Vps75 -4, V-ATPase pHluor 2, Tat transport 8, Wnt act 1, CAL PDZ FP-1 0.7, CAL PDZ FP-2 7, dFosB activator -5, MITF act 9 and cardiac RTF act 2.
`COCCCNC(=O)CN(c1cc(Cl)cc(Cl)c1)S(C)(=O)=O` gave CDK5 p35 inh 1.1, Rtt109 Vps75 3, V-ATPase pHluor 2, Tat transport 2, Wnt act 0, CAL PDZ FP-1 -1.9, CAL PDZ FP-2 -1, dFosB activator -4, MITF act 14 and cardiac RTF act 2.
`Cn1cnnc1SCC(=O)Nc1sccc1C#N` gave CDK5 p35 inh 5.0, Rtt109 Vps75 17, V-ATPase pHluor -1, Tat transport 2, Wnt act -3, CAL PDZ FP-1 0.3, CAL PDZ FP-2 0, dFosB activator -5, MITF act -7 and cardiac RTF act 15.

(continued)
`COc1ccc([N+](=O)[O-])cc1NC(=O)CSCc1ccccc1C` gave CDK5 p35 inh 0.6, Rtt109 Vps75 -1, V-ATPase pHluor 0, Tat transport 23, Wnt act -9, CAL PDZ FP-1 -1.6, CAL PDZ FP-2 -2, dFosB activator -5, MITF act -15 and cardiac RTF act 3.
O=C(CSc1nc(-c2ccc(F)cc2)nc2c1Cc1ccccc1O2)Nc1cccc(C(=O)O)c1 was read as CDK5 p35 inh 4.6, Rtt109 Vps75 14, V-ATPase pHluor 2, Tat transport -9, Wnt act -1, CAL PDZ FP-1 -0.3, CAL PDZ FP-2 -5, dFosB activator -12, MITF act -8 and cardiac RTF act -18.
O=C(CCc1nnc2n(Cc3ccc(F)cc3)c(=O)c3ccccc3n12)NCCN1CCOCC1 was read as CDK5 p35 inh 2.7, Rtt109 Vps75 -4, V-ATPase pHluor 4, Tat transport 2, Wnt act -3, CAL PDZ FP-1 -0.9, CAL PDZ FP-2 -2, dFosB activator -4, MITF act 6 and cardiac RTF act 1.
Cc1cccc(C)c1N(CC(=O)NCc1ccccc1)C(=O)c1csnn1 was read as CDK5 p35 inh -0.1, Rtt109 Vps75 12, V-ATPase pHluor 1, Tat transport 3, Wnt act -3, CAL PDZ FP-1 -2.2, CAL PDZ FP-2 -3, dFosB activator -3, MITF act -9 and cardiac RTF act -8.
CN(CCc1ccccn1)C(=O)CN(C)S(=O)(=O)c1ccc2c(c1)c(=O)n(C)c(=O)n2C was read as CDK5 p35 inh -0.3, Rtt109 Vps75 -5, V-ATPase pHluor 0, Tat transport -1, Wnt act -1, CAL PDZ FP-1 1.5, CAL PDZ FP-2 9, dFosB activator -6, MITF act 4 and cardiac RTF act -8.
For CCc1nnc(NC(=O)c2cccc(OC)c2)s1 the results were CDK5 p35 inh 0.4, Rtt109 Vps75 -6, V-ATPase pHluor 1, Tat transport -3, CAL PDZ FP-1 -2.3, CAL PDZ FP-2 -2, dFosB activator -4, MITF act 25 and cardiac RTF act -3.
CCN(CC)CCNC(=O)Cn1c(-c2ccccn2)nc2ccccc21 was read as CDK5 p35 inh 0.9, Rtt109 Vps75 -1, V-ATPase pHluor 0, Tat transport 5, Wnt act 1, CAL PDZ FP-1 -0.4, CAL PDZ FP-2 -1, dFosB activator 0, MITF act 11 and cardiac RTF act 2.
Screening Clc1cccc(Cl)c1Cn1cnc(=NCc2ccco2)c2[nH]cnc21 returned CDK5 p35 inh 20, Rtt109 Vps75 1, V-ATPase pHluor 0, Tat transport -8, CAL PDZ FP-2 -7, dFosB activator -4, MITF act -15 and cardiac RTF act 0.
For COc1ccc(C(=O)Oc2cc(/C=N/NS(=O)(=O)c3ccccc3)ccc2OC)cc1 the results were CDK5 p35 inh -0.2, Rtt109 Vps75 -8, V-ATPase pHluor 15, Tat transport 0, CAL PDZ FP-1 -0.9, dFosB activator -5, MITF act -3 and cardiac RTF act -2.
For CC1Cc2cc(-c3csc(NC(=O)Cc4cccs4)n3)ccc2N1S(C)(=O)=O (stereo unspecified) the results were CDK5 p35 inh -1.1, Rtt109 Vps75 2, V-ATPase pHluor -3, Tat transport -8, CAL PDZ FP-1 -0.8, dFosB activator -2, MITF act -19 and cardiac RTF act -3.
Screening COc1ccc(S(=O)(=O)N2CCCCCC2)cc1C(=O)N(C)Cc1ccc(C)cc1 returned CDK5 p35 inh 0.3, Rtt109 Vps75 2, V-ATPase pHluor 3, Tat transport 10, Wnt act -2, CAL PDZ FP-1 0.8, CAL PDZ FP-2 -5, dFosB activator -8, MITF act -6 and cardiac RTF act -2.
For COc1ccc(-n2ncc3c2CC(C)(C)CC3NC(=O)c2ccoc2C)cc1 (stereo unspecified) the results were CDK5 p35 inh -1.9, Rtt109 Vps75 20, V-ATPase pHluor 0, Tat transport -12, Wnt act 12, CAL PDZ FP-1 -2.3, CAL PDZ FP-2 -5, dFosB activator -11, MITF act 2 and cardiac RTF act 4.
Screening O=C1CNC(=O)N1 returned CDK5 p35 inh -2.0, Rtt109 Vps75 -8, V-ATPase pHluor -18, Tat transport -4, Wnt act 0, CAL PDZ FP-1 -0.1, CAL PDZ FP-2 -5, dFosB activator 0, MITF act 1 and cardiac RTF act 1.
Nn1c(SCC(=O)Nc2ccc(Oc3ccccc3)cc2)nnc1C1CC1 was read as CDK5 p35 inh 2.9, Rtt109 Vps75 15, V-ATPase pHluor 1, Tat transport 4, CAL PDZ FP-2 -2, dFosB activator -11, MITF act -1 and cardiac RTF act 1.
`CN1CCc2c(sc(/N=C/c3cc(C(C)(C)C)ccc3O)c2C#N)C1` gave CDK5 p35 inh -1.9, Rtt109 Vps75 -10, V-ATPase pHluor -3, Tat transport 5, Wnt act 1, CAL PDZ FP-1 -2.8, CAL PDZ FP-2 -2, dFosB activator -8, MITF act 7 and cardiac RTF act 5.
Screening COc1cc2c(cc1NC(=S)NC(=O)/C=C/c1ccco1)oc1ccccc12 returned CDK5 p35 inh -2.2, Rtt109 Vps75 -4, V-ATPase pHluor 1, Tat transport 3, Wnt act -19, CAL PDZ FP-1 -3.0, CAL PDZ FP-2 -4, dFosB activator -6, MITF act -26 and cardiac RTF act 3.
Screening CCC(c1nnc(SCC(=O)Nc2ccc(N3CCOCC3)cc2)n1Cc1ccccc1)N(C)C (stereo unspecified) returned CDK5 p35 inh 0.8, Rtt109 Vps75 19, V-ATPase pHluor -2, Tat transport -7, Wnt act 2, CAL PDZ FP-1 -3.2, CAL PDZ FP-2 -4, dFosB activator -2, MITF act 3 and cardiac RTF act -6.
CCOc1cc(C(=O)OCc2cc(=O)n3c(C)csc3n2)ccc1OC was read as CDK5 p35 inh 1.1, Rtt109 Vps75 -8, V-ATPase pHluor 1, Tat transport -3, Wnt act 1, CAL PDZ FP-1 0.0, CAL PDZ FP-2 3, dFosB activator -6, MITF act 15 and cardiac RTF act -2.

High-throughput results deposited in PubChem by several laboratories.
